# From PubChem
# TLR9-MyD88 block – inhibitors of TLR9-MyD88 association in cells, primary screen, cell-based, CHO, BLA complementation, fluorescence; inhibition, % at 4.98 µM; 340,000 tested, 0.21% active; Toll-like receptor 9 (Homo sapiens) + Myeloid differentiation primary response protein …; CCF4 FRET ratio;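 active means inhibition above the mean over all tested compounds plus 3 SD, cut at about 21% in these data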;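 further: 0% = DMSO only wells and 100% = clavulanate BLA inhibitor control wells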
# Target sequence (Q99836 whole entry, looked up): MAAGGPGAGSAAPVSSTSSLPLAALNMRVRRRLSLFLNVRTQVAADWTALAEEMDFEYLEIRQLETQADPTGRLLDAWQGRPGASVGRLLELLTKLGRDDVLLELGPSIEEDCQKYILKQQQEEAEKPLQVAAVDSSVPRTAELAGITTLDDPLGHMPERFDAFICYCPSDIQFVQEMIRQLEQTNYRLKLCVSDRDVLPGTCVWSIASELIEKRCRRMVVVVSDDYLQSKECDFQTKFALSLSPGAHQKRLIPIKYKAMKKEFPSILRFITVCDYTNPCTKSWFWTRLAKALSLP
# Target sequence (Q9NR96 whole entry, looked up): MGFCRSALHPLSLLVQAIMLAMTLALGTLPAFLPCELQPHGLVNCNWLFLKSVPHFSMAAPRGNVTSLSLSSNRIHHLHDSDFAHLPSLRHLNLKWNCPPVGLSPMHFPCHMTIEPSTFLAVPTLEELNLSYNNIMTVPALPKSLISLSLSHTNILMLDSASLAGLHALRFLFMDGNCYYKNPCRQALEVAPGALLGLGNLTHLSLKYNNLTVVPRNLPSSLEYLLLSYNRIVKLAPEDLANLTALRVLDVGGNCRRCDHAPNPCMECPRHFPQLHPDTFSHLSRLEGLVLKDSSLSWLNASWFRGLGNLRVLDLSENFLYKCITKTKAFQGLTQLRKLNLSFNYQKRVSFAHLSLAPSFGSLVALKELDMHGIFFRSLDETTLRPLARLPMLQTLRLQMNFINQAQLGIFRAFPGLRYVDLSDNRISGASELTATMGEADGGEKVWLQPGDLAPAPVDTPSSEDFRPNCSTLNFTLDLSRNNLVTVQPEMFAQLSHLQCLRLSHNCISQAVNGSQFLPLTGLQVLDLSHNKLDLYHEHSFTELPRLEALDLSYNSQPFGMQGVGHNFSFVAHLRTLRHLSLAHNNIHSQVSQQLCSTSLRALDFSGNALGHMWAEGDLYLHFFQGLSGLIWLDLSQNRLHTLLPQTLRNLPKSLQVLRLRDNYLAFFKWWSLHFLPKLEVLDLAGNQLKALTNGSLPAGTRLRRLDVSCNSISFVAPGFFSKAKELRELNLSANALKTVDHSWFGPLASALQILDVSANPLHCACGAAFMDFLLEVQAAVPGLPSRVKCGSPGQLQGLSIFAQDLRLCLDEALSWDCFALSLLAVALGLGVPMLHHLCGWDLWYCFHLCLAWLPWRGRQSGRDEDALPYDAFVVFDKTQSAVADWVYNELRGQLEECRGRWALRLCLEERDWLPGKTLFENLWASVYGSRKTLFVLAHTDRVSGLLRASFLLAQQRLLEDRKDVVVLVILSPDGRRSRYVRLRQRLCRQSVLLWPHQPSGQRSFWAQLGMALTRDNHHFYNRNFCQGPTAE
# TROY NFkB inh – inhibitors of TROY-driven NF-kB signaling, primary screen, Q293 LMP1-TROYcd cells, NF-kB luciferase, uHTS; 360,000 tested, 0.98% active; Q293 LMP1-TROYcd NF-kB luciferase reporter, 4 h; inhibition, % at 10 µM;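 active means compounds whose plate-normalised and pattern-corrected inhibition of the luciferase reporter signal at the single screening dose is 50% or more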
# LMP1 NFkB inh – EBV LMP1-driven NF-kappaB luciferase reporter inhibitors, primary screen, cell-based, luminescence, single point. LMP1-induced NF-kappaB luciferase reporter cells. inhibition, % at 12.5 µM. 350,000 tested, 0.69% active; in the data active means inhibition above about 41%;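 further: 0% = neutral control wells and 100% = reference inhibitor control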
# NOD2 RIPK2 PPI – NOD2-RIPK2 binding disruptors in cells, primary screen, fluorescence, CHO cells, BLA complementation; CCF4 ratio; inhibition, % at 4.98 µM; 360,000 tested, 0.38% active; AID 624267, 2012; in the data active means inhibition above about 21%;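 further: 0% = vehicle only and 100% = reference blocker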
# TRAIL sens C8 – viability loss with TRAIL in NB7+C8 cells, primary screen, TRAIL sensitizer project, cell-based, ATPlite luminescence | 360,000 tested, 1% active | inhibition (viability loss, TRAIL sensitization), % at 10 µM | AID 624354, 2012;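 active means compounds causing at least 50% loss of cell viability in the single-dose screen, relative to plate controls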
# TWEAK Fn14 block – inhibitors of TWEAK-Fn14 signaling, primary screen, luciferase reporter cells, uHTS; TWEAK-stimulated Fn14 reporter cells, luciferase luminescence, 8 h; inhibition, % at 10 µM; 360,000 tested, 2% active; AID 1159606, 2016; in the data active means inhibition above about 50%
# NCOA2 inhibitor – inhibition of GAL4-SRC2 driven luciferase reporter, primary screen, SRC2 inhibitor project, cell-based, luminescence; HEK293 GAL4-SRC2 luciferase reporter; inhibition, % at 9 µM; 370,000 tested, 0.17% active;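 active means inhibition above the mean inhibition of all tested compounds plus 3 SD, set per campaign, cut at about 52% in these data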;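 further: 0% = DMSO treated cells and 100% = cells given Gossypol at 36 µM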
# NR2F2 inh – NR2F2 transcriptional activity inhibitors, primary screen, cell-based, luciferase reporter, HEK293T, luminescence. COUP transcription factor 2 (Homo sapiens), P24468. HEK293T NGFI-A luciferase reporter. inhibition, % at 8.6 µM. 370,000 tested, 0.7% active. AID 686940, 2013;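 active means inhibition above a per-plate cutoff, mean inhibition of test wells between control levels plus 3 SD, cut at about 38% in these data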;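 further: cells cotransfected with COUP-TFII expression vector driving the NGFI-A reporter; 0% = median of COUP-TF2 test wells and 100% = reporter-only cells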
# SRC1 inh – SRC1 coactivator transcriptional activity inhibitors, primary screen, cell-based, luminescence. HEK293 GAL4-SRC1 luciferase reporter. inhibition, % at 3.6 µM. Nuclear receptor coactivator 1 (Homo sapiens), Q15788. 360,000 tested, 0.12% active. AID 588354, 2011;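 active means inhibition above the campaign mean plus 3 SD, with each screening campaign given its own cutoff, cut at about 60% in these data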;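 further: 0% = DMSO treated cells and 100% = gossypol at 36 µM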
# SRC3 inh – SRC3 coactivator transcriptional activity inhibitors, primary screen, cell-based, luminescence; Nuclear receptor coactivator 3 (Homo sapiens), Q9Y6Q9; HEK293 GAL4-SRC3 luciferase reporter; inhibition, % at 3.6 µM; 360,000 tested, 0.17% active;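 active means inhibition above a per-campaign cutoff, the mean of all compounds plus 3 SD, cut at about 60% in these data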;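 further: 0% = DMSO-treated cells and 100% = gossypol-treated cells at 36 µM; higher means less SRC3-driven luciferase light from the GAL4 reporter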
# LRH-1 inv ag – LRH-1 (NR5A2) inverse agonists, primary screen, cell-based, luminescence, HEK293T, StAR-luciferase reporter; 360,000 tested, 0.13% active; LRH-1 transfected, 24 h; inhibition, % at 3.6 µM; Nuclear receptor subfamily 5 group A member 2 (Homo sapiens), O00482;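 active means inhibition above the mean inhibition of all tested compounds plus 3 SD, cut at about 73% in these data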;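 further: 0% = DMSO wells and 100% = reporter-only cells lacking LRH-1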
# Numbers without * were called inactive; . = not tested or not shown. The list is partial. The share of hits here may be higher or lower than overall.
# Values run as follows: TLR9-MyD88 block, TROY NFkB inh, LMP1 NFkB inh, NOD2 RIPK2 PPI, TRAIL sens C8, TWEAK Fn14 block, NCOA2 inhibitor, NR2F2 inh, SRC1 inh, SRC3 inh, LRH-1 inv ag
- O=C(Nc1cc(Cl)ccc1-n1cncn1)c1ccccc1OC(F)F
    -9, -14, 2, 4, -5, 3, 12, -21, -8, 8, 8
- O=C(NCc1nc(-c2ccc(C(F)(F)F)cc2)no1)Nc1ccc(F)cc1F
    -2, -2, -11, 3, -7, 10, -1, 6, 7, -2, -4
- COc1ccc(N2CCN(S(=O)(=O)CCNC(=O)C3CC3)CC2)cc1
    -3, -20, -1, 7, -16, -4, -13, 6, -4, -13, -13
- COCCOC(=O)C1=C(C)Nc2ncnn2C1c1ccc(F)cc1 (stereo not drawn)
    -3, -15, -9, 8, -22, -1, -2, 4, -31, -9, 7
- O=C(Cn1c(=O)cnc2ccccc21)N1CCCc2ccccc21
    2, -5, -4, -5, 1, -3, -6, 12, -25, -13, -11
- C=CCn1c(Cc2nc3ccc(Cl)cc3[nH]2)n[nH]c1=S
    -6, -6, 0, 2, -2, 4, 8, -5, -11, -1, -2
- CC(C)CC(=O)NC(c1cccs1)c1ccc2cccnc2c1O (stereo not drawn)
    -27, 24, 37, 2, 36, -23, ., ., 1, 8, 10
- CC(=O)N(/N=C1/C(=O)Nc2ccccc21)c1ccccc1
    -4, -64, -32, 4, -13, 3, -67, -29, -104, -62, -26
- CN(C(=O)Nc1ccccc1)n1cnc2ccccc2c1=O
    -6, 24, -1, -3, 8, 2, -20, 3, -6, 3, -32
- CN1c2ccccc2C(O)=C(C(=S)Nc2ccccc2)S1(=O)=O
    2, 14, 8, 3, 12, 4, 7, 9, -20, 5, 6
- O=C(O)c1ccc(-c2nc(-c3ccccc3)c(-c3ccccc3)[nH]2)cc1
    -1, 4, 13, -8, -3, 34, 20, 5, 7, 17, 1
- O=C(Cc1ccccc1)NCC(=O)N/N=C/c1ccc(C(=O)O)cc1
    -7, -9, 5, 4, -9, 2, 14, 3, -11, 3, -7
- CC1CCCCN1c1nc(-c2ccncc2)nc2ccccc12 (stereo not drawn)
    -2, 5, -2, -10, -2, 4, 16, 22, 6, 6, 21
- O=C(CSc1nc2ccccc2c(=O)n1CCC(=O)N1CCCCC1)NCc1ccccc1
    -1, -5, 1, 1, 3, 10, 5, 4, 0, -8, 6
- COc1ccccc1NS(=O)(=O)c1cccc(C(=O)N/N=C/c2ccccc2OCC(=O)O)c1
    -5, 2, 4, -1, -7, -2, -11, -15, 2, 12, -32

# Reprinted from the part before: 2 entries; new compounds follow.
# Values run as follows: TLR9-MyD88 block, TROY NFkB inh, LMP1 NFkB inh, NOD2 RIPK2 PPI, TRAIL sens C8, TWEAK Fn14 block, NCOA2 inhibitor, NR2F2 inh, SRC1 inh, SRC3 inh, LRH-1 inv ag
- O=C(CSc1nc2ccccc2c(=O)n1CCC(=O)N1CCCCC1)NCc1ccccc1
    -1, -5, 1, 1, 3, 10, 5, 4, 0, -8, 6
- COc1ccccc1NS(=O)(=O)c1cccc(C(=O)N/N=C/c2ccccc2OCC(=O)O)c1
    -5, 2, 4, -1, -7, -2, -11, -15, 2, 12, -32
- Cc1ccc(C)c(S(=O)(=O)N2CCN(C(=O)CCc3nc4ccccc4c(=O)[nH]3)CC2)c1
    -3, 6, -2, 2, -7, 4, -41, 17, 8, 5, -15
- CN1CCc2c(sc(NC(=O)Cc3ccccc3)c2C#N)C1
    7, -3, 2, -12, -8, -6, -17, 1, -4, 9, 14
- NC(=O)c1ccsc1NC(=O)COC(=O)c1ccncc1
    0, -6, 9, 0, 10, 3, -16, 1, 5, 14, 10
- O=C(Cc1ccc(Br)cc1)Nc1cccc(S(=O)(=O)N2CCOCC2)c1
    9, 15, 1, -2, -1, 3, 22, -5, -9, -4, -8
- CN1CCN(C(=O)/C(=C\c2cccc([N+](=O)[O-])c2)NC(=O)c2cccs2)CC1
    2, 24, -3, 6, -11, -22, 2, 6, 2, 9, 8
- C=CCCC(=O)Nc1nc(C)c(-c2csc(Nc3ccccc3OC)n2)s1
    -5, -23, 21, 9, 5, 3, -27, -7, -4, 8, 17
- CCOc1ccc2[nH]c(C)c(CN3CCN(CC)CC3)c(=O)c2c1
    -2, -3, -2, -13, -6, 6, 16, 14, 1, -10, 3
- NC(CSC(c1ccccc1)(c1ccccc1)c1ccc2c(c1)OCO2)C(=O)O (stereo not drawn)
    -8, -22, 9, -4, 6, -29, -69, 3, -9, 4, -21
- CCN1C(=O)CC(C(=O)O)SC1=Nc1ccc(OC)cc1 (stereo not drawn)
    3, 16, 26, -7, 1, -6, 7, 0, 3, -3, 4
- CSc1nc(NS(=O)(=O)c2cc(Br)ccc2Br)cc(=O)[nH]1
    9, 17, -3, -9, 7, 3, -12, 11, 1, -3, 1
- COc1cc(CC(=O)Nc2cc(S(=O)(=O)N3CCOCC3)ccc2N2CCCC2)cc(OC)c1OC
    -11, -5, 4, -10, 20, -9, -24, 0, 5, 19, 5
- N#Cc1ncc(Cc2ccccc2)nc1C#N
    -5, -13, -5, -10, 2, 20, -15, -10, -2, -16, -12
- Cc1ccc(S(=O)(=O)Oc2ccccc2N2C(=O)C3C4CCC(C4)C3C2=O)cc1 (stereo not drawn)
    0, 3, 1, -5, 11, -7, 10, 9, 7, 17, -6
- CCOC(=O)N1CCN(C(=O)Cc2ccccc2[N+](=O)[O-])CC1
    -2, -14, -15, -5, -4, -10, -11, 8, 3, -12, 9
- C=CCn1c(Cc2ccccc2)nnc1SCc1nc2ccccc2c(=O)[nH]1
    0, 4, 5, -12, -2, 5, 2, -15, 10, 14, -5
- Cc1c(Br)c([N+](=O)[O-])nn1CC(=O)NCc1ccccn1
    -5, 17, -1, -6, -3, -2, 15, 19, 0, -2, 19
- Cn1cccc1Cc1nnc(SCC(N)=O)n1-c1ccc(F)cc1
    -5, -18, 3, 6, -22, -14, -40, -7, -1, 13, 14
- CCCc1nc(NCc2ccc3c(c2)OCO3)c2nnn(Cc3ccccc3Cl)c2n1
    1, 6, -4, -7, 2, -11, -1, -10, 7, 0, 12
- CCOc1ccccc1/C=N/NC(=O)c1cccc(Cl)c1
    -8, -63, -8, -6, 1, -4, -61, -24, -12, -31, -54
- O=C(COC(=O)CSc1nnc(-c2ccc(Cl)cc2)o1)Nc1cc(Cl)ccc1Cl
    2, -23, -9, -1, 1, 0, 9, -8, 8, -5, 7
- CCc1cc(C(=O)c2ccc(OC)cc2)c(NC(=O)CC(C)(C)CC(=O)O)s1
    -7, -5, 4, -5, 1, 7, -27, 0, -25, 24, 15
- COc1ccc2[nH]c(=O)c(CN(CCN(C)C)C(=O)NCc3ccccc3)cc2c1
    0, 7, 2, -6, -15, 12, ., ., 3, 0, -15
- O=C1Nc2ccccc2C1(O)c1ccccc1O (stereo not drawn)
    -2, 4, 21, 5, -11, 9, -25, 2, -4, -11, 3
- O=C(CN1CCN(C(C(=O)Nc2cc(C(F)(F)F)ccc2Cl)c2ccccc2)CC1)NC1CC1 (stereo not drawn)
    3, 25, -12, 1, 21, 11, -6, 7, -13, 6, 3
- CN1CCN(C(=S)Nc2cc(S(=O)(=O)N3CCOCC3)ccc2Cl)CC1
    2, 4, 0, -4, 0, -2, 19, -16, 7, 17, -3
- COC(=O)N1CN(C(=O)OC)CN(C(=O)OC)C1
    -9, 11, -4, -12, -6, 4, -9, 1, -8, -4, -3
- Cc1cc(NC(=O)CCCN2C(=O)/C(=C/c3ccccc3Cl)SC2=S)no1
    -3, -13, -2, -4, -1, -15, 9, 17, -5, -6, 1
- CC(C)[C@H](NC(=O)N1CCn2c1nc1ccccc12)C(=O)NCc1ccc2c(c1)OCO2
    1, -11, -12, -6, -9, 34, -12, 16, 0, 9, 0
- O=S(=O)(c1ccc(Cl)cc1)N1CCN(C(=S)Nc2ccc(F)c(Cl)c2)CC1
    3, 35, 4, 10, -6, 35, -24, -38, 18, 2, 4
- Cn1c(N)c(C(=O)CSc2nc3ccccc3c(=O)n2CCCN2CCOCC2)c(=O)n(C)c1=O
    3, -12, -25, -4, -8, 14, 18, 10, -8, 13, 1
- CSc1ccc(CN2CCC(C)(Oc3ccc4ccccc4c3)C2)cc1 (stereo not drawn)
    ., 10, ., -9, 14, -19, -36, -5, -13, -19, -21
- Cc1cc(Cl)c(S(=O)(=O)N2CCN(c3ccc(F)cc3)CC2)cc1OCC(N)=O
    -4, 14, 13, 4, 0, 28, 21, 7, 6, 4, 3
- O=C(CSc1nc2ccccc2c(=O)n1-c1ccc(F)cc1)Nc1ccc2c(c1)CCC2
    0, -34, 3, 1, 8, -84, -18, 10, -33, 1, 26
- O=c1[nH]c(=O)c2cc3ccccc3nc2[nH]1
    -6, -6, 0, 3, 4, -4, -10, 4, -9, 4, -44
- CCC(C)[C@H](NC(=O)C1CC(=O)N(c2ccc3c(c2)OCCO3)C1)C(=O)NC1CCCC1 (stereo partly drawn)
    2, 0, 9, 13, 3, 14, -16, 6, 19, 3, 15
- O=S(=O)(c1cccc(Cl)c1)N1CCC(c2nc3ccccc3[nH]2)CC1
    -7, -12, -3, -14, 3, 8, -45, 6, -11, 0, -15
- O=C(c1ccc([N+](=O)[O-])cc1[N+](=O)[O-])N1CCCC1
    -5, -7, 2, 0, 9, -31, -27, -7, 4, -11, -9
- O=C(c1ccccc1)c1ccc(Oc2ccc(C(=O)O)c(C(=O)O)c2)cc1
    0, 2, 6, -1, 9, 13, -9, -31, -11, 1, -4
- CN(CCO)C(=O)c1ccc(-c2nn(C)c(=O)c3ccccc23)cc1
    2, -1, -7, 0, 13, -4, -19, 2, -7, 6, -1
- O=C(Oc1coc(CSc2nnc(NC(=O)C3CC3)s2)cc1=O)c1ccccc1
    -5, 25, -7, 4, 4, 14, -4, 1, 6, 5, 9
- Cc1ccc(C(=O)N2CCN(S(=O)(=O)N3CCOCC3)CC2)cc1
    3, 6, -5, -3, 4, -5, -2, -12, 4, 5, -1
- Cc1ccccc1NC(=O)C(C)SCc1ccccc1 (stereo not drawn)
    0, 11, -4, -1, 5, 0, -15, 9, -8, -7, -12
- COc1ccccc1N1CCN(C(=O)C(F)F)CC1
    6, -1, -1, 14, 5, -3, -11, 5, 4, 4, -17
- CCN1CCN(CCCNC(=O)CCc2nc(-c3ccc(OC)cc3)no2)CC1
    6, 7, 9, -2, -5, -1, -17, -6, -13, 4, 16
- CC/S(CC1CC1(Cl)Cl)=N\S(=O)(=O)c1ccc(C)cc1 (stereo not drawn)
    -11, 15, -4, -14, -3, 13, -7, -5, 3, 6, -5
- COc1cc(NC(=O)c2ccccc2F)c(OC)cc1NC(=O)CN1CCCCC1
    3, -85, 5, -4, 21, -17, -6, -6, 0, 1, 10
- Cc1cc(NC(=O)CCCN2C(=O)c3cccc4cccc(c34)C2=O)no1
    -9, 3, 0, -7, 7, -28, -12, -3, 15, 11, 2
